CRE-bla Fsk: CRE-bla signaling modulation under forskolin stimulation; AID 662; 2.5% of 71,000 active; CHO CRE-bla reporter (cAMP response element driving beta-lactamase), forskolin EC10, beta-lactamase ratio; Potency, µM (series often up to 38.2 µM), for the others: at the highest dose activity change, negative = inhibition, usual class: activators; active = well fitted activation curve with a large enough effect in the signal ratio, with a control signal flat, not every such curve was filed as active; inconclusive = small, poorly fitted or top-dose-only effect, or effect the other way, or a change in a side signal; the % refers to the signal ratio; note: potency is the fitted concentration of half-maximal effect; % of control where 0% means no effect
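Forskolin analogue NKH 477 at EC10 stimulated CRE-driven beta-lactamase in CHO cells alongside compound dilution series. Beta-lactamase was measured with CCF4, excitation 405 nm, emission ratio 460/530 nm.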
Hsp90 Hop PPI: changes Hsp90-Hop TPR2A binding signal, up or down; AlphaScreen TPR2A-His6 binding biotin-Hsp90 C-terminal peptide; Potency, µM (series often up to 57 µM), for inactives: top-dose activity change, negative = inhibition; 0.44% of 71,000 active; active = well fitted curve in either direction with a large enough effect; inconclusive = small, poorly fitted or top-dose-only effect, or another doubt; note: potency is the fitted concentration of half-maximal effect; % is set by controls: 0 for no effect and ±100 for the full control effect; many of its hits are not listed in these tables
HADH2 inh: HADH2 (human) dehydrogenase inhibition; AID 886; recombinant HADH2, NADH fluorescence, beta-hydroxybutyryl-CoA; 3.4% of 73,000 active; Q99714; Potency, µM (series often up to 57.1 µM), without a hit: at the top dose activity change, negative = inhibition, usual class: inhibitors; note: potency is the fitted concentration of half-maximal effect; % is set by controls: 0 for no effect and ±100 for the full control effect; nearly all actives have a fitted effect of over 60% in size; many of its hits are not listed in these tables
Target sequence (Q99714 whole entry, looked up, one chain of several): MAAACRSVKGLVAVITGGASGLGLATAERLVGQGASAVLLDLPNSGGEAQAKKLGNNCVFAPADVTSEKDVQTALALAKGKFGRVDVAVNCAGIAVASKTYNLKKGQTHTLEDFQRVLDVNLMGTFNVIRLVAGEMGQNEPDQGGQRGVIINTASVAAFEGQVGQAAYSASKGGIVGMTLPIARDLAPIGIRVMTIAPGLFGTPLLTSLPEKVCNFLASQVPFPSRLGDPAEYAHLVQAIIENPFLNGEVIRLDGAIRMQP
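Buffer 100 mM Tris-HCl pH 9.0/0.01% Tween-20; HADH2 20 nM; NAD+ 1 mM; beta-hydroxybutyryl-CoA 90 uM (all final). 15 min cpd preincubation, RT.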
ERK AVP block: blocks ERK signaling stimulated by vasopressin; 0.99% of 72,000 active; AID 995; Potency, µM (titrated, usually from 57.5 µM), for the others: top-dose activity, negative = inhibition, actives largely listed as inhibitors; HEK293-V1b, vasopressin-stimulated pERK AlphaScreen; note: potency is the fitted concentration of half-maximal effect; % is set by controls: 0 for no effect and ±100 for the full control effect; nearly all actives have a fitted effect of over 55% in size
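HEK293 cells stably expressing V1b receptor, seeded overnight in 1% FBS, were treated with compounds for 30 min at 37C, then stimulated 5 min with 25 nM vasopressin; phospho-ERK read by AlphaScreen SureFire after lysis.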
DNA Pol III inh: inhibitors of bacterial DNA polymerase III holoenzyme; Potency, µM (series often up to 57.1 µM), without a hit: at the highest dose activity change, negative = inhibition; reconstituted DNA polymerase III holoenzyme replication, biochemical; 0.25% of 71,000 active; note: potency is the fitted concentration of half-maximal effect; % is set by controls: 0 for no effect and ±100 for the full control effect
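Reconstituted *E. coli* holoenzyme (0.35 nM Pol III, 1 nM beta, 154 nM SSB, 2 nM primase) was preincubated with compound for 15 min at RT. Synthesis on 1.4 nM ssM13Gori ran 35 min, then was stopped with PicoGreen/EDTA and read as dsDNA fluorescence.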
Luciferase inh: firefly luciferase inhibition. P08659. purified firefly luciferase, luminescence, 8 min. Potency, µM (highest dose often 57.1 µM), inactives show at the highest dose activity change, negative = inhibition, usual class: inhibitors. 2.2% of 72,000 active. AID 411; note: potency is the fitted concentration of half-maximal effect; % is set by controls: 0 for no effect and ±100 for the full control effect; nearly all actives have a fitted effect of over 40% in size
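Firefly luciferase (PKLight detection mix) with 10 uM ATP in pH 7.2 imidazole buffer (KCl, MgCl2, Tween 20, BSA). Compounds tested across a concentration series (qHTS). Luminescence read after 8 min at ambient temperature.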
15-hLO inh: blocks human 15-lipoxygenase activity | P16050 | purified 15hLO-1, xylenol orange hydroperoxide absorbance | Potency, µM (titrated, usually from 57.1 µM), inactives show top-dose activity change, negative = inhibition, usual class: inhibitors | 1.4% of 74,000 active | AID 887; note: potency is the fitted concentration of half-maximal effect; % is set by controls: 0 for no effect and ±100 for the full control effect; nearly all actives have a fitted effect of over 55% in size
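Readout: Fe(III)-xylenol orange absorbance, 573-to-405 nm ratio as reaction progress. Enzyme 40 nM purified human 15hLO-1, substrate 50 uM arachidonic acid, 6 min RT after 15 min compound preincubation; Hepes pH 7.5 buffer with Triton X-100.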
Tau filament bind: tau filament binding; recombinant tau filaments, thioflavin S fluorescence, 15 h; filaments grown with octadecylsulfate alongside compound; Potency, µM (series often up to 57.1 µM), for the others: top-dose activity change, negative = inhibition; 2% of 71,000 active;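 note: potency is the fitted concentration of half-maximal effect; % is set by controls: 0 for no effect and ±100 for the full control effect; actives lower thioflavin S fluorescence by blocking filaments or displacing dye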
Target sequence (P10636 whole entry, looked up): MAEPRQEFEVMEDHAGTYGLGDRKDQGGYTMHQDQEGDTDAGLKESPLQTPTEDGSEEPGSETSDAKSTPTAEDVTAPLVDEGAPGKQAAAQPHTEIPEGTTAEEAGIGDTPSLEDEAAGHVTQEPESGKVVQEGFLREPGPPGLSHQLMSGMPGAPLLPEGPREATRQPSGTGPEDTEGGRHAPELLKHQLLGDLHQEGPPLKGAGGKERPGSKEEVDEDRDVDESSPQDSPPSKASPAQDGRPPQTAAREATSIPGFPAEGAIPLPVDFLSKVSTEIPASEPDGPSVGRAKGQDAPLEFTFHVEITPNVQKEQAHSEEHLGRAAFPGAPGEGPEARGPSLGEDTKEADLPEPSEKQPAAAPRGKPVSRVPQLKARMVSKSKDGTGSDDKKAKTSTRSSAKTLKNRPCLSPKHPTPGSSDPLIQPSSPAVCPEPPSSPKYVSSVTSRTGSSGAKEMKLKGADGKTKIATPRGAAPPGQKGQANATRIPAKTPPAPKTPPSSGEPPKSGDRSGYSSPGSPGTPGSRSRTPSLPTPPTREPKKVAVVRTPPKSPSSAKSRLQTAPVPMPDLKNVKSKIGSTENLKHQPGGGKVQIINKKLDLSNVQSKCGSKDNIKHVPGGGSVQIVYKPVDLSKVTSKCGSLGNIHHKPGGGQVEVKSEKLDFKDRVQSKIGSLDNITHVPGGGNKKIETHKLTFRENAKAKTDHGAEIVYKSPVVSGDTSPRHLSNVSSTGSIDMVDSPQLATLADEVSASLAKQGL
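Thioflavine S fluorescence (ex 450, em 510 nm) reports filaments formed from 1 uM human tau plus 30 uM ODS over 15 h at 37 C (10 mM HEPES pH 7.4, 100 mM NaCl, 5 mM DTT); compounds displacing dye or blocking filaments lower signal.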
GFP derepression: epigenetic modulators derepressing GFP locus in mouse cells; Potency, µM (doses to about 46.1 µM), for the others: at the top dose GFP derepression (activation); mouse C127i GFP locus derepression, cytometry, 30 h; 0.09% of 68,000 active; AID 597; note: % of control where 0% means no effect
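Read-out is the number of GFP-positive cells, scored as fluorescent objects 20 to 120 um wide, reflecting derepression of a silenced CMV-GFP reporter in murine C127i cells after 30 h compound exposure at 37 C.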
UbGFP stabilizer: proteasome inhibitors stabilizing ubiquitin-GFP reporter. 67,000 tested, under 10 active. Ubiquitin-GFP reporter cells, proteasome inhibition, GFP fluorescence; response scale: untreated = 0%, 10 µM MG-132 = 100%. Potency, µM (highest dose often 45.9 µM), inactives show top-dose activation (GFP accumulation), most hits filed as activators; active = well fitted activation curve with a large enough effect, not every such curve was filed as active; inconclusive = small, poorly fitted or top-dose-only effect, or another doubt; inactive = no such curve, though single readings can be large or run the other way; note: potency is the fitted concentration of half-maximal effect
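GFP accumulation read-out: laser plate cytometry counting ubiquitin(G76V)-GFP-expressing U2OS cells after 4 hr compound exposure at 37 °C. Titrations spanned 46 uM to 2.9 nM; 0% = basal, 100% = 10 uM MG-132; concentration-response curves fitted.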
HBB splice mod: hemoglobin beta splicing modulation; HBB splicing reporter cell assay, activation; EGFP reporter with mutant IVS2-654 intron; response scale: normalised to 500 nM splice-correcting PNA; 0.06% of 65,000 active; Potency, µM (series often up to 46.1 µM), for the others: at the top dose activation, usual class: activators; AID 925; note: potency is the fitted concentration of half-maximal effect; 0% is about no effect
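HeLa cells stably expressing EGFP interrupted by mutant beta-globin intron 2 (IVS2-654), 500/well in 2% FCS. Treated with compound for 2 days at 37C. Splicing correction scored as total well GFP intensity (488 nm excitation, 500-520 nm emission); 500 nM antisense PNA served as control.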
Numbers without * were called inactive; ? = inconclusive; . = no result given; [ ] = remark or other dose. Unless noted, calls come from the whole dose curve; as a rule, active = well fitted curve in the direction sought with a large enough effect; inconclusive = small, poorly fitted or top-dose-only effect, or another doubt; inactive = no such curve, though single readings can be large; an effect the other way counts as inactive or inconclusive. An excerpt; count on the stated rates, not on these rows.

nr	structure	CRE-bla Fsk	Hsp90 Hop PPI	HADH2 inh	ERK AVP block	DNA Pol III inh	Luciferase inh	15-hLO inh	Tau filament bind	GFP derepression	UbGFP stabilizer	HBB splice mod
1	O=S(=O)(NCc1cccnc1)c1ccc(Br)s1	-2%	0%	6%	-19%	-4%	3%	5%	-2%	0%	.	0.2%[0.369 µM]
2	O=C(CCN1C(=O)C2C3C=CC(C3)C2C1=O)Nc1ccc(F)cc1 (centres undefined)	?	-3%	-1%	21%	3%	3%	-1%	-6%	0%	-3%	6.7%
3	CC(C)=CC(=O)NCCc1ccccc1	-3%	-9%	-1%	-2%	-4%	-21%	1%	6%	2%	8%	0.3%
4	CC(=O)NC(C)C12CC3CC(CC(CC(=O)O)(C3)C1)C2 (centres undefined)	-2%	-1%	-3%	7%	-5%	0%	3%	6%	4%	-8%	-0.3%
5	Cc1ccc(S(=O)(=O)NCCC(=O)NCc2ccc3c(c2)OCO3)cc1C	-19%	-6%	0%	-20%	-2%	5%	-10%	54%	-1%	-2%	-0.7%
6	CCCCCN(C(=O)NC(=O)Nc1ccccc1C)S(C)(=O)=O	-5%	-3%	-6%	-19%	-5%	-1%	-6%	2%	1%	-1%	-0.1%[57.5 µM]
7	C[C@@H](C(=O)Nc1ccc2ccccc2c1)[C@H]1C[C@]1(C)[C@H](NC(=O)c1cccnc1)c1ccccc1	?	-13%	-8%	-5%	-5%	.	.	3%	.	.	2.8%
8	COCc1cc(C)nc(SCC(=O)Nc2cccc(C)c2)c1C#N	11%	0%	-11%	0%	-3%	1%	1%	0%	-4%	0%	0.0%
9	CCOC(=O)c1csc(NC(=O)CSc2nnnn2-c2ccc(OCC)cc2)n1	-1%	1%	9%	-16%	4%	2%	-2%	17%	0%	-3%	.
10	CCOC(=O)c1cnn(-c2nc(C)cc(C)n2)c1N	3%	-4%	-1%	4%	0%	-4%	6%	8%	0%	-6%	0.2%
11	Cc1ccc(N(CC(=O)NCc2cccnc2)S(C)(=O)=O)cc1C	5%	-1%	9%	-23%	-5%	0%	4%	2%	-6%	11%	0.6%
12	C[C@@]1(C(NC(=O)c2ccc(-c3ccccc3)cc2)c2ccc(Cl)cc2)C[C@H]1C1CCCCC1 (some centres undefined)	2%	-4%	8%	-5%	-5%	.	.	-8%	.	.	2.5%
13	CCCCC1(C)NC(=O)N(CC(=O)Nc2ccc(S(=O)(=O)N3CCOCC3)cc2)C1=O (centres undefined)	-2%	-2%	-7%	-1%	4%	8%	-4%	-5%	3%	0%	0.2%[57.5 µM]
14	COC(=O)CCn1nnc(-c2cccs2)n1	1%	-2%	3%	-15%	-8%	3%	4%	-1%	-2%	0%	.
15	COc1ccc(C2SCC(=O)N2c2c(C)n(C)n(-c3ccccc3)c2=O)cc1 (centres undefined)	0%	0%	3%	-11%	-5%	2%	8%	18%	-2%	-11%	-0.9%[9.22 µM]
16	CCc1ccccc1Nc1nc(N)nc(COC(=O)c2cccn2C)n1	?	-7%	3%	2%	-5%	0%	-5%	1%	1%	3%	0.6%
17	Clc1ccc(NCn2cncn2)nc1	1%	-2%	-2%	-12%	2%	-5%	5%	6%	-3%	-8%	-0.3%
18	Cn1c(=N)n(CC(=O)C(C)(C)C)c2ccccc21	?	-2%	7%	-5%	-7%	-2%	-10%	-2%	0%	-2%	.
19	NCC[C@H](N)C(=O)O	9%[7.6 µM]	-1%[11 µM]	-4%[11.4 µM]	7%[11.5 µM]	-9%[11.4 µM]	4%[11.4 µM]	-1%[11.4 µM]	3%[11.4 µM]	3%[9.22 µM]	9%[9.17 µM]	0.6%[9.22 µM]
20	Cc1cc(C(=O)CSc2nnnn2-c2ccccc2)c(C)n1CC1CCCO1 (centres undefined)	3%	-1%	4%	-4%	6%	-5%	-6%	4%	0%	0%	0.4%[57.5 µM]
21	ON1C(c2ccccc2C(F)(F)F)N(O)[C@H]2CCCC[C@H]21 (some centres undefined)	?	1%	-1%	-6%	-1%	2%	7%	-6%	-2%	0%	1.3%[1.84 µM]
22	CCOc1cc(C(=O)Nc2ccon2)cc(OCC)c1OCC	6%	-4%	-3%	-6%	-1%	1%	1%	7%	0%	0%	-3.2%
23	CCC(OC(=O)C(NC(=O)c1ccccc1)c1ccccc1)C(=O)Nc1cc(C)on1 (centres undefined)	?	-6%[11 µM]	0%[11.4 µM]	7%	0%[11.4 µM]	3%	5%[11.4 µM]	8%[11.4 µM]	2%	-1%[9.17 µM]	-5.6%[0.0738 µM]
24	CCOC(=O)C1=C(C)NC(C)=C(C(=O)OCC)C1C(=O)OC1CCOC1=O (centres undefined)	9%	-2%	-2%	-4%	-4%	-32%	6%	11%	1%	-2%	-3.0%
25	Cn1c(=O)c2c(nc(CN3CCC(C(N)=O)CC3)n2Cc2ccccc2F)n(C)c1=O	-3%	-1%	8%	-3%	-4%	1%	1%	6%	-3%	13%	1.3%
26	CC1CCCN(C/C(O)=C(\C#N)c2nc3ccccc3[nH]2)C1 (centres undefined)	-5%	-3%	9%	-4%	-1%	1%	18%	-1%	0%	1%	-0.3%
27	Cc1nn(Cc2ccccc2Cl)c(C)c1NC(=O)c1cc(-c2ccc(F)cc2)on1	18%	2%	5%	-6%	2%	0%	-7%	90%	-1%	-2%	-9.9%
28	COC(=O)c1ccc(NC(=O)N2CCOCC2)cc1	-1%	-3%	0%	-9%	0%	-2%	-7%	-5%	0%	-4%	.
29	COC(=O)CC1C(=O)NCCN1C(=O)Nc1ccccc1 (centres undefined)	0%	-3%	-3%	1%	-3%	2%	2%	4%	-1%	6%	.
30	C/C(CCN1CCc2nc(-c3ccccc3)c(-c3ccccc3)cc2C1)=N\O[C@@H](C)c1cn([C@@H]2COC[C@@H]2O)nn1	.	.	-1%[11.4 µM]	5%[11.5 µM]	.	0%[11.4 µM]	1%[11.4 µM]	.	.	.	-1.1%[9.22 µM]
31	Cc1cc(C#N)c2ccccc2n1	-9%	-4%	1%	32%	-1%	3%	-14%	-6%	0%	22%	2.4%
32	COc1ccc2[nH]cc(C(=O)CN3CCC(C)CC3)c2c1	-5%	0%	7%	-12%	-4%	-26%	-9%	-29%	-2%	1%	2.9%[57.5 µM]
33	CCOC(=O)c1c(C)oc2cc(Br)c(O)c(Br)c12	?	-3%	.	-27%	5%	0%	?	-4%	-5%	15%	-0.7%
34	Cc1ccc(CCNC(=O)C2CCC(=O)N2C(C)C)cc1 (centres undefined)	-23%	1%	3%	14%	2%	1%	1%	-4%	-1%	5%	-1.7%
35	Cc1oc(-c2cccc(Cl)c2)[n+]([O-])c1C	3%	-5%	-7%	-3%	-3%	-1%	-3%	1%	4%	4%	7.0%[0.369 µM]
36	O=C(CN1C(=O)c2ccccc2C1=O)Nc1cccnc1	?	-9%	0%	2%	1%	1%	-1%	1%	0%	0%	-1.0%
37	CCOC(=O)c1[nH]c(C)c(/C(C)=N\O)c1C	17%	-4%	2%	-4%	-4%	5%	3%	0%	5%	1%	-0.5%
38	CN(C)CCCN1C(=O)C(=O)/C(=C(/O)c2ccc3c(c2)OCO3)C1c1ccccn1 (centres undefined)	2%	-19%	-4%	2%	-1%	0%	0%	1%	0%	6%	1.2%
39	Cc1ccc(OCCCC(=O)Nc2ccc(N3CCOCC3)cc2)c(C)c1	-1%	-10%	17%	-18%	-3%	1%	-3%	?	6%	-5%	-2.1%
40	CCSc1nc2c(c(=O)[nH]1)C(c1cccnc1)C(C(=O)OC(C)C)=C(C)N2 (centres undefined)	?	-7%	-1%	16%	-4%	3%	7%	7%	-3%	0%	0.2%

Two entries picked at random from the list so far, as already listed:
nr	structure	CRE-bla Fsk	Hsp90 Hop PPI	HADH2 inh	ERK AVP block	DNA Pol III inh	Luciferase inh	15-hLO inh	Tau filament bind	GFP derepression	UbGFP stabilizer	HBB splice mod
37	CCOC(=O)c1[nH]c(C)c(/C(C)=N\O)c1C	17%	-4%	2%	-4%	-4%	5%	3%	0%	5%	1%	-0.5%
30	C/C(CCN1CCc2nc(-c3ccccc3)c(-c3ccccc3)cc2C1)=N\O[C@@H](C)c1cn([C@@H]2COC[C@@H]2O)nn1	.	.	-1%[11.4 µM]	5%[11.5 µM]	.	0%[11.4 µM]	1%[11.4 µM]	.	.	.	-1.1%[9.22 µM]
